# LYPLA2 inh – LYPLA2 (human) inhibition in PME1 counter-screen; AID 2177; recombinant LYPLA2, FP-Rh probe fluorescence polarization; inhibition, % at 5.9 µM; O95372; 320,000 tested, 0.38% active;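 active = inhibition above the screen-wide mean plus 3 SD, limit set per campaign, cut at about 26% in these data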;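 note: 0% = LYPLA2 with DMSO and 100% = wells lacking LYPLA2 enzyme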
# Target sequence (O95372 whole entry, looked up): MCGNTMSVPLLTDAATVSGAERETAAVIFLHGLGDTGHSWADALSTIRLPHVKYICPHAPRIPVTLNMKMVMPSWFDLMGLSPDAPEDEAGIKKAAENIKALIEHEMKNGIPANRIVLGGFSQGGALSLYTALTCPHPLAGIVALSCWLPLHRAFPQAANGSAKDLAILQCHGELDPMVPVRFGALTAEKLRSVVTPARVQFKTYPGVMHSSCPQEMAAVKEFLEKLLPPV
# PAFAH1B2 inh – inhibitors of human PAFAH1B2; P68402; recombinant PAFAH1B2, FP-rhodamine activity probe, fluorescence polarization; inhibition, % at 3.39 µM; 340,000 tested, 1.2% active;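 active = inhibition above the mean of all tested compounds plus 3 SD, cut at about 24% in these data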;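 note: 0% = enzyme with DMSO and 100% = wells lacking PAFAH1B2; many of its hits are not listed in these tables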
# PAFAH1B3 FP inh – PAFAH1B3 (human) inhibition | recombinant PAFAH1B3, FP-rhodamine probe, fluorescence polarization | Q15102 | 340,000 tested, 0.28% active | inhibition, % at 3.39 µM | AID 492972;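 active = inhibition above the screen-wide average of all tested compounds plus 3 SD, cut at about 25% in these data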;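 note: 0% = enzyme with DMSO only and 100% = wells lacking PAFAH1B3 protein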
# GSTO1 counter – counter-screen for RBBP9 inhibitors: inhibitors of human GSTO1; AID 1974; recombinant GSTO1, activity-based probe fluorescence polarization; 300,000 tested, 1.1% active; P78417; inhibition, % at 5.96 µM;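 active = inhibition above the campaign mean inhibition plus 3 SD, cut at about 35% in these data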;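 note: 0% = GSTO1-1 with DMSO and 100% = wells lacking GSTO1-1 enzyme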
# LYPLA1 inh – blocks human lysophospholipase 1, a PME1 counter-screen | O75608 | recombinant LYPLA1, FP-Rh probe fluorescence polarization | inhibition, % at 5.9 µM | 320,000 tested, 0.16% active | AID 2174;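 active = inhibition above the mean of all tested compounds plus 3 SD, set per campaign, cut at about 14% in these data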;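 note: inhibitors block serine hydrolase probe labeling of LYPLA1 so polarization falls; 0% = enzyme with DMSO and 100% = wells lacking LYPLA1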
# PAFAH2 FP inh – PAFAH2 (human) inhibition; Q99487; recombinant PAFAH2, FP-rhodamine activity probe, fluorescence polarization; 340,000 tested, 0.99% active; AID 492956; inhibition, % at 3.39 µM;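 active = inhibition above the mean over all tested compounds plus 3 SD, cut at about 30% in these data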;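 note: inhibitors block probe labeling of enzyme so polarization drops; 0% = enzyme with DMSO and 100% = wells lacking PAFAH2 protein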
# PME-1 primary – PME-1 (human) inhibition | recombinant PME-1, FP-Rh probe fluorescence polarization | inhibition, % at 5.9 µM | AID 2130 | 320,000 tested, 0.53% active;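 active = inhibition above the campaign mean of all compounds plus 3 SD, cut at about 26% in these data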;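 note: competitive labeling of PME-1 active site by serine hydrolase directed probe; 0% = PME-1 with DMSO and 100% = wells lacking PME-1 enzyme; inhibitors block probe labeling so polarization falls and inhibition rises; many of its hits are not listed in these tables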
# pPAFAH inh – pPAFAH (human) enzyme inhibition | recombinant pPAFAH, FP-rhodamine probe fluorescence polarization | Q13093 | inhibition, % at 3.39 µM | 330,000 tested, 1.5% active;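 active = inhibition above the mean inhibition across the screen plus 3 SD, cut at about 25% in these data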;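 note: inhibitors block binding of the rhodamine activity-based probe so polarization drops; 0% = enzyme with DMSO and 100% = wells lacking pPAFAH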
# PAD4 FP inh – blocks human protein arginine deiminase 4; Q9UM07; recombinant PAD4, RCA probe fluorescence polarization; inhibition, % at 6.36 µM; 330,000 tested, 0.41% active; AID 485272;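 active = percent inhibition above a cutoff equal to the mean of all tested compounds plus 3 SD, cut at about 15% in these data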;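 note: 0% = PAD4 with RCA probe and DMSO and 100% = probe without PAD4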
# Target sequence (Q9UM07 whole entry, looked up): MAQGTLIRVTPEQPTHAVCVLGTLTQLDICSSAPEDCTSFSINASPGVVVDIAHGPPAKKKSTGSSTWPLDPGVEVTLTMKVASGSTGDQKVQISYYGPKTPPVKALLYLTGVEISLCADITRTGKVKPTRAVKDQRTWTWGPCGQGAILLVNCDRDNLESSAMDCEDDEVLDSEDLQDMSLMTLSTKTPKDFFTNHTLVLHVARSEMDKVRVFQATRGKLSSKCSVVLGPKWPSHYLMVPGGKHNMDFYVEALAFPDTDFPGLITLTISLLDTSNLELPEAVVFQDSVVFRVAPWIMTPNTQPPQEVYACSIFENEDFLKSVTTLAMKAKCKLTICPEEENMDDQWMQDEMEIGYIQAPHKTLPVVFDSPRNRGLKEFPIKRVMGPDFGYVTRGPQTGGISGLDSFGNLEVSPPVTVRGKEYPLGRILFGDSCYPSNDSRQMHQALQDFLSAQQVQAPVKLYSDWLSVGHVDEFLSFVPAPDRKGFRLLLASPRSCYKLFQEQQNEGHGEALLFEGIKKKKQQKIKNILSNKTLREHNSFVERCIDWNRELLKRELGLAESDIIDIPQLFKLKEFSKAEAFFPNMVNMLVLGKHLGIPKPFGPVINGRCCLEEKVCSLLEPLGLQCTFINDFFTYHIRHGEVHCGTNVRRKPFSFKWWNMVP
# * hit, by the source's call; · = not tested or not shown. Not all compounds are listed. The share of hits here may be higher or lower than overall.
SMILES,LYPLA2 inh,PAFAH1B2 inh,PAFAH1B3 FP inh,GSTO1 counter,LYPLA1 inh,PAFAH2 FP inh,PME-1 primary,pPAFAH inh,PAD4 FP inh
CC1(C)CC(=O)C=C(c2ccc(OC(F)(F)F)cc2)C1,8,-1,-8,·,4,-8,4,4,0
CCOC(=O)c1c(C)[nH]c(C)c1C(=O)CSc1nnc(-c2cc(OC)c(OC)c(OC)c2)o1,5,0,5,4,3,2,-2,-1,-2
CN(CC(=O)Nc1cccc(F)c1)C(=O)c1ccc2c(c1)NC(=O)CS2,-3,1,3,·,-1,-4,-1,12,-4
Cc1cccc2sc(N(CCCN(C)C)C(=O)c3cc4ccccc4oc3=O)nc12,-2,5,-2,3,-2,3,6,1,-4
COc1ccc(CNC(=O)[C@@H]2CC=C[C@@H]3CCN(C4CC4)C(=O)[C@@H]32)cc1,1,2,-8,0,2,-7,3,4,2
COc1nc(-c2cccc([N+](=O)[O-])c2)nc2ccccc12,5,·,·,2,2,·,5,9,-4
O=C(NC1CCC(=O)N(CCSc2ccccc2)CC1)OCc1ccccc1 (stereo not given),6,6,-4,1,2,-1,-5,12,6
CCC(C)(C)NC(=O)CN(C(=O)CNS(=O)(=O)c1ccc(C)cc1)c1ccc2c(c1)OCCO2,0,6,4,-16,-2,0,-10,-2,4
COc1ccc(CC(=O)NCC2CCCN(Cc3ccccc3OC)C2)cc1 (stereo not given),1,3,2,-3,1,-6,-2,1,-1
S=C(NCc1ccc(Cl)cc1Cl)NC1CCCCC1,-2,1,7,-10,-2,-10,8,1,-1
O=C(Nc1nc2ccc(Br)cc2s1)c1ccco1,0,8,-3,4,-2,-3,-5,1,-6
Cc1cc([N+](=O)[O-])ccc1N(C)C,0,0,6,-2,-1,9,-1,3,0
CCN(CC)S(=O)(=O)c1ccc2nnn(O)c2c1,-3,1,8,4,5,-66,-2,7,-2
Cc1ccc(S(=O)(=O)NCCC(=O)NCC(=O)Nc2c(C)cccc2C)cc1C,3,4,6,11,2,4,0,4,-5
O=C(c1ccc(CS(=O)Cc2ccccc2Cl)o1)N1CCN(c2ccccn2)CC1 (stereo not given),-10,-1,-4,1,-3,3,1,4,0

# Reprinted at random: 2 compounds from above, in no set order.
SMILES,LYPLA2 inh,PAFAH1B2 inh,PAFAH1B3 FP inh,GSTO1 counter,LYPLA1 inh,PAFAH2 FP inh,PME-1 primary,pPAFAH inh,PAD4 FP inh
S=C(NCc1ccc(Cl)cc1Cl)NC1CCCCC1,-2,1,7,-10,-2,-10,8,1,-1
CN(CC(=O)Nc1cccc(F)c1)C(=O)c1ccc2c(c1)NC(=O)CS2,-3,1,3,·,-1,-4,-1,12,-4

# (more compounds)
SMILES,LYPLA2 inh,PAFAH1B2 inh,PAFAH1B3 FP inh,GSTO1 counter,LYPLA1 inh,PAFAH2 FP inh,PME-1 primary,pPAFAH inh,PAD4 FP inh
CC(=O)Oc1cccc(N2C(=O)C3C4C=CC(C4)C3C2=O)c1 (stereo not given),-2,0,2,11,1,6,4,-1,1
CCN(CCn1cccn1)Cc1cn[nH]c1-c1ccc(-c2ccccc2)cc1,7,6,2,-3,1,-1,4,2,2
COc1ccc(F)cc1S(=O)(=O)NCCCn1ccnc1,3,0,7,1,-1,-2,2,2,5
Cc1c(Cl)cccc1NC(=O)CSc1nnnn1C,·,5,10,·,·,14,·,1,3
O=[N+]([O-])c1cccc(-c2nc3ccc([N+](=O)[O-])cc3[nH]2)c1,-3,5,1,-22,3,-3,2,3,-7
Cc1ccc(OCc2cc(C(=O)N3CCC(Oc4cccnc4)CC3)no2)cc1C,48*,3,7,5,38*,-2,1,5,-2
CC(=O)Nc1cccc(NC(=O)Nc2cccc(Cl)c2C)c1,-12,-4,-3,-6,-7,4,-10,-1,0
COc1ccccc1N1CCN(c2ccc(-c3ccccc3)nn2)CC1,3,0,3,-3,2,-5,7,0,0
O=C(COc1ccc(S(=O)(=O)N2CCCCC2)cc1)N1CCOCC1,4,-6,2,7,0,4,4,11,1
CCOC(=O)C(C)Oc1cccc2c(=O)n(CC(=O)NCc3ccco3)ccc12 (stereo not given),2,2,-2,3,-2,-4,-2,6,1
COc1cc(C(=O)OCC(=O)NC2CCCC2)cc(OC)c1OC,4,7,7,1,0,18,3,0,3
Cc1nn(-c2ccccc2)c(C)c1CCC(=O)O,1,-1,4,6,4,0,-2,6,-8
Cc1ccc(C)c(C(=O)COC(=O)CN2C(=O)C3C4C=CC(C4)C3C2=O)c1 (stereo not given),7,-5,-1,-1,0,5,0,1,-5
C/C(=N\NC(=O)c1ccc(OC2CCCC2)cc1)c1ccc(O)cc1,-7,6,5,0,-3,-2,3,-4,-7
Clc1cccc2c1CCN(Cc1nc(-c3cnccn3)no1)C2,-2,2,11,8,0,9,0,-1,-2
COc1ccccc1CNC(=O)[C@@H]1CCCN1S(=O)(=O)c1ccccc1F,2,3,3,-1,2,-4,1,0,-1
O=C(CC12CC3CC(CC(C3)C1)C2)N/N=C\c1ccc[nH]1,4,2,5,11,-2,6,-3,4,0
Cc1sc(NC(=S)Nc2ccc(F)cc2)c(C(N)=O)c1C,-7,-1,10,0,-3,2,11,1,-6
COc1ccc(NC(=O)CNC(=O)C2CCCCC2)cc1,-7,2,-1,-1,-1,1,1,1,2
O=P(Cc1ccccn1)(c1ccccc1)c1ccccc1,0,1,15,-1,-1,4,-4,3,3
CN(C)CC/C=C1\c2cc(F)ccc2CSc2ccccc21,-2,2,6,0,-3,0,-1,3,-3
CN1CCc2c(sc(N)c2C(=O)O)C1,-3,1,0,5,-1,3,-1,4,0
CC(C)(C)CN1CCNC(=O)C1CC(=O)N1CCC(C(=O)N2CCOCC2)CC1 (stereo not given),2,4,4,-3,0,-2,-3,6,-1
O=C(NCc1ccccc1)C(=O)NCC1OCCN1S(=O)(=O)c1ccc2c(c1)OCCO2 (stereo not given),4,6,3,-5,0,-4,0,7,1
COC(=O)c1ccccc1S(=O)(=O)N(Cc1cc2ccc(OC)cc2[nH]c1=O)CC1CCCO1 (stereo not given),12,5,-5,-1,6,-7,2,3,-6
CCOc1ccccc1NC(=O)NNC(=O)COc1cccc(C)c1C,-4,-3,6,-2,-3,-6,4,1,-1
CCOc1ccc(/C(O)=C2\C(=O)C(=O)N(c3cc(C)on3)C2c2ccccc2OC)cc1 (stereo not given),6,2,6,1,5,4,-1,6,-3
O=C(NC(c1cccnc1)C(F)(F)F)c1cc(COc2ccc3c(c2)CCCC3)on1 (stereo not given),-5,0,2,2,-10,5,-4,3,-11
CC(=O)Nc1c(NC(C)C)c2ccccc2oc1=O,8,5,3,7,6,12,-2,6,-1
CCOC(=O)c1sc(NC(=O)c2ccc3ncsc3c2)nc1C,0,0,-5,-7,-7,-1,0,9,5
O=C(CCC1CCCCC1)Nc1cc(C(F)(F)F)ccc1N1CCOCC1,2,-2,-2,7,2,-3,-12,37*,-1
Cc1ccc(S(=O)(=O)CCc2nc3ccccc3s2)cc1,2,9,1,-4,0,-7,-4,0,3
COc1ccc(CN2CCN(C(=O)c3ccc(CNS(=O)(=O)c4ccc(C)cc4)cc3)CC2)c(OC)c1OC,22,-1,8,-2,0,7,6,2,-1
Cc1ccc(C(=O)NNC(=O)CSc2nnc3c(n2)[nH]c2ccc(C)cc23)cc1,3,-3,-3,5,0,3,-2,-3,-1
O=C1COc2ccc(C(=O)COC(=O)c3ccc(F)cc3Cl)cc2N1,·,3,5,·,·,-7,·,7,0
C=CCn1c(SCC(=O)NC(=O)Cc2ccccc2)nc2ccccc2c1=O,-1,0,4,·,0,1,0,10,-2
CS(=O)(=O)N1CCCC(C(=O)Nc2ccccc2C(F)(F)F)C1 (stereo not given),-2,0,-1,0,0,-4,-7,-2,-5
O=C(CSc1nc(-c2ccccc2)cc(=O)[nH]1)Nc1ccccc1,2,9,12,1,0,-2,-1,-1,2
CCOc1ccc(N2CC(C(=O)NCc3ccco3)CC2=O)cc1 (stereo not given),2,-1,2,-1,0,0,-2,5,1
Cc1ccccc1CN1CCN(C/C=C/c2ccccc2)CC1,3,1,3,-3,0,1,0,6,-21
COC(=O)c1ccc(CNC(=O)COC(=O)/C=C/c2cc(OC)c(OC)c(OC)c2)cc1,·,4,16,·,·,2,·,-6,1
C=CCc1ccc(OCC(O)CO)c(OC)c1 (stereo not given),7,6,2,3,6,-6,1,4,4
CCN(CC)S(=O)(=O)c1cccc(-c2csc(C)n2)c1,4,2,14,8,1,-4,4,11,3
CSCCC(NC(=O)OCc1ccccc1)C(=O)O (stereo not given),8,7,1,-2,3,-1,0,0,-6
CCOC(=O)c1c(C)c(C(=O)N2CCc3ccccc3C2)c(C)n1CC,4,1,9,3,2,-7,6,-2,0
O=C(CCC(=O)N1CCOc2ccccc21)NCCCc1ccccc1,4,9,3,-1,1,4,0,1,2
Cc1ccc(C(=O)CCC(=O)O)cc1,3,·,·,1,-1,·,-3,-2,4
O=C(Nc1ccccc1[N+](=O)[O-])c1cc(S(=O)(=O)N2CCOCC2)cs1,12,1,2,0,1,-8,6,0,-4
Cc1nonc1C1CCCN1C(=O)c1cc(COc2cccc(C(F)(F)F)c2)on1 (stereo not given),7,6,6,-2,-2,-3,-9,9,4

# Structures listed so far that bear a hit mark in pPAFAH inh:
SMILES | PAFAH1B2 inh | PAFAH1B3 FP inh | PAFAH2 FP inh | PME-1 primary | pPAFAH inh | PAD4 FP inh
O=C(CCC1CCCCC1)Nc1cc(C(F)(F)F)ccc1N1CCOCC1 | -2 | -2 | -3 | -12 | 37* | -1

# By substructure: the compounds so far containing four or more nitrogen atoms.
SMILES,LYPLA2 inh,PAFAH1B2 inh,PAFAH1B3 FP inh,GSTO1 counter,LYPLA1 inh,PAFAH2 FP inh,PME-1 primary,pPAFAH inh,PAD4 FP inh
CCN(CC)S(=O)(=O)c1ccc2nnn(O)c2c1,-3,1,8,4,5,-66,-2,7,-2
CCN(CCn1cccn1)Cc1cn[nH]c1-c1ccc(-c2ccccc2)cc1,7,6,2,-3,1,-1,4,2,2
Cc1c(Cl)cccc1NC(=O)CSc1nnnn1C,·,5,10,·,·,14,·,1,3
O=[N+]([O-])c1cccc(-c2nc3ccc([N+](=O)[O-])cc3[nH]2)c1,-3,5,1,-22,3,-3,2,3,-7
COc1ccccc1N1CCN(c2ccc(-c3ccccc3)nn2)CC1,3,0,3,-3,2,-5,7,0,0
Clc1cccc2c1CCN(Cc1nc(-c3cnccn3)no1)C2,-2,2,11,8,0,9,0,-1,-2
CC(C)(C)CN1CCNC(=O)C1CC(=O)N1CCC(C(=O)N2CCOCC2)CC1 (stereo not given),2,4,4,-3,0,-2,-3,6,-1
Cc1ccc(C(=O)NNC(=O)CSc2nnc3c(n2)[nH]c2ccc(C)cc23)cc1,3,-3,-3,5,0,3,-2,-3,-1
Cc1nonc1C1CCCN1C(=O)c1cc(COc2cccc(C(F)(F)F)c2)on1 (stereo not given),7,6,6,-2,-2,-3,-9,9,4

# Screens (PubChem)
